PAD4 FP inh: PAD4 (human) enzyme inhibition; recombinant PAD4, RCA probe fluorescence polarization; inhibition, % at 6.36 µM; hit rate 0.41% among 330,000;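 active means percent inhibition above a cutoff equal to the mean of all tested compounds plus 3 SD, cut at about 15% in these data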;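 further: 0% = PAD4 with RCA probe and DMSO and 100% = probe without PAD4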
pPAFAH FP inh: inhibitors of human plasma PAF acetylhydrolase (pPAFAH); recombinant pPAFAH, FP-rhodamine probe fluorescence polarization; inhibition, % at 3.39 µM; hit rate 1.5% among 330,000; AID 463082;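 active means inhibition above the mean inhibition across the screen plus 3 SD, cut at about 25% in these data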;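 further: inhibitors block binding of the rhodamine activity-based probe so polarization drops; 0% = enzyme with DMSO and 100% = wells lacking pPAFAH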
PAFAH1B2 inh: inhibitors of human PAFAH1B2; inhibition, % at 3.39 µM; hit rate 1.2% among 340,000; recombinant PAFAH1B2, FP-rhodamine activity probe, fluorescence polarization; P68402;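 active means inhibition above the mean of all tested compounds plus 3 SD, cut at about 24% in these data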;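 further: 0% = enzyme with DMSO and 100% = wells lacking PAFAH1B2; many of its hits are not listed in these tables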
Target sequence (P68402 whole entry, looked up): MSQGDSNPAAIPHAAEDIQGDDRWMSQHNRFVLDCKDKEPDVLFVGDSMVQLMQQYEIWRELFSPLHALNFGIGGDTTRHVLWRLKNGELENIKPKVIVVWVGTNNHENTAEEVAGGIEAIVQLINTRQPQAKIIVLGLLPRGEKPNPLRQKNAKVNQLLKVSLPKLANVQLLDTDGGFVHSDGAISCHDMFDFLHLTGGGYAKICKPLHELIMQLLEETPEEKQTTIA
Fam108B counter: Fam108B inhibition, counter-screen for RBBP9 inhibitors; recombinant Fam108B, FP-Rh probe fluorescence polarization; inhibition, % at 9.51 µM; hit rate 0.33% among 300,000; AID 1947;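 active means inhibition above the screen mean inhibition plus 3 SD, computed separately per campaign, cut at about 18% in these data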;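 further: inhibitors lower polarization as less probe binds the enzyme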
LYPLA1 counter: LYPLA1 (human) inhibition in PME1 counter-screen; O75608; recombinant LYPLA1, FP-Rh probe fluorescence polarization; inhibition, % at 5.9 µM; hit rate 0.16% among 320,000; AID 2174;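 active means inhibition above the mean of all tested compounds plus 3 SD, set per campaign, cut at about 14% in these data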;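 further: inhibitors block serine hydrolase probe labeling of LYPLA1 so polarization falls; 0% = enzyme with DMSO and 100% = wells lacking LYPLA1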
Target sequence (O75608 whole entry, looked up): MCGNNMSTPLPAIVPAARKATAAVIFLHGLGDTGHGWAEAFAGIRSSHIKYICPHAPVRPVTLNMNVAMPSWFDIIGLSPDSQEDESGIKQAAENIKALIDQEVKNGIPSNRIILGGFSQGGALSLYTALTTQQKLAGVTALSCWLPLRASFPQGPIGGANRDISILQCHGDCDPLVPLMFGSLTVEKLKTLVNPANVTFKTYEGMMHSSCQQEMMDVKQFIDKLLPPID
GSTO1 counter: blocks human GSTO1 in RBBP9 counter-screen | AID 1974 | inhibition, % at 5.96 µM | P78417 | recombinant GSTO1, activity-based probe fluorescence polarization | hit rate 1.1% among 300,000;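 active means inhibition above the campaign mean inhibition plus 3 SD, cut at about 35% in these data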;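 further: 0% = GSTO1-1 with DMSO and 100% = wells lacking GSTO1-1 enzyme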
Target sequence (P78417 whole entry, looked up): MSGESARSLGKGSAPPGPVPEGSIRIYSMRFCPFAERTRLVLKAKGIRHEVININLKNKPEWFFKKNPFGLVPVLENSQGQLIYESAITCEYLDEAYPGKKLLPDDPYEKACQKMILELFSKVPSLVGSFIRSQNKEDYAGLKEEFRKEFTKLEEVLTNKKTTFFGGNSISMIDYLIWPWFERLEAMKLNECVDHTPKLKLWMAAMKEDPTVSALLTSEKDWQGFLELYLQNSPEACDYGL
PAFAH2 inh: PAFAH2 (human) inhibition. recombinant PAFAH2, FP-rhodamine activity probe, fluorescence polarization. Q99487. inhibition, % at 3.39 µM. hit rate 0.99% among 340,000;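 active means inhibition above the mean over all tested compounds plus 3 SD, cut at about 30% in these data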;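 further: inhibitors block probe labeling of enzyme so polarization drops; 0% = enzyme with DMSO and 100% = wells lacking PAFAH2 protein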
PAFAH1B3 FP inh: PAFAH1B3 (human) inhibition; recombinant PAFAH1B3, FP-rhodamine probe, fluorescence polarization; inhibition, % at 3.39 µM; hit rate 0.28% among 340,000; AID 492972;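 active means inhibition above the screen-wide average of all tested compounds plus 3 SD, cut at about 25% in these data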;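 further: 0% = enzyme with DMSO only and 100% = wells lacking PAFAH1B3 protein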
Target sequence (Q15102 whole entry, looked up): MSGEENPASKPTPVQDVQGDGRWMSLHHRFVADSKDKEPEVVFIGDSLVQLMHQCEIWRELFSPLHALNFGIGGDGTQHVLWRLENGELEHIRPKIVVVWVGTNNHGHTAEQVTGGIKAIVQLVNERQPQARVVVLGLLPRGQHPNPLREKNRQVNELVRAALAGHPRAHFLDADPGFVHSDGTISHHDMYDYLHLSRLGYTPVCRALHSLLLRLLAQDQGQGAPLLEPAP
PME-1 inh: PME-1 (human) inhibition. recombinant PME-1, FP-Rh probe fluorescence polarization. AID 2130. inhibition, % at 5.9 µM. Q9Y570. hit rate 0.53% among 320,000;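 active means inhibition above the campaign mean of all compounds plus 3 SD, cut at about 26% in these data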;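 further: competitive labeling of PME-1 active site by serine hydrolase directed probe; 0% = PME-1 with DMSO and 100% = wells lacking PME-1 enzyme; inhibitors block probe labeling so polarization falls and inhibition rises; many of its hits are not listed in these tables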
* hit, by the source's call; nt = no result given. This is a subset; the hit share may differ from the screen's.

nr	Molecule	PAD4 FP inh	pPAFAH FP inh	PAFAH1B2 inh	Fam108B counter	LYPLA1 counter	GSTO1 counter	PAFAH2 inh	PAFAH1B3 FP inh	PME-1 inh
1	COCCCNC(=O)C1=CCN(S(=O)(=O)c2ccc(OC)cc2)CC1	2.0	0.9	1.4	-0.1	-3.3	-2.1	7.2	6.0	-0.5
2	CC(O)CC(=O)NOCc1ccccc1 (centres undefined)	0.9	-0.5	3.6	nt	nt	nt	0.6	8.2	nt
3	O=C(COC(=O)c1ccccc1O)NCC1COc2ccccc2O1 (centres undefined)	0.8	3.9	2.9	nt	-2.4	nt	-0.6	3.7	4.1
4	CC1(C)Cc2ccccc2C(CSc2ccccc2C(=O)O)=N1	20.3*	0.7	4.8	2.5	-3.7	12.2	4.0	0.1	-3.9
5	O=C(CSc1nnc(-c2cccs2)o1)c1cccs1	-1.6	5.2	-2.0	-5.3	1.0	23.2	-4.0	6.2	-1.6
6	CN(CCNC(=O)c1cccc(N2CCCC2=O)c1)Cc1ccccc1	-3.3	3.4	9.8	4.3	0.9	-3.4	-0.1	4.6	6.0
7	COc1cc(NS(=O)(=O)c2ccc(NC(=S)NC(=O)C3CCCC3)cc2)nc(OC)n1	-4.4	7.2	-4.2	-0.8	1.9	-0.6	18.5	-2.2	4.5
8	COCCNC(=O)CSc1ccccc1C(=O)O	2.0	-0.7	2.2	4.7	-3.7	-1.3	5.4	6.9	-1.9
9	O=c1cc(N2CCc3ccccc32)[nH]c(=O)n1-c1ccc(Br)cc1	-1.8	5.0	2.9	1.9	-0.9	1.7	-15.7	-7.8	-6.1
10	Cc1ccc(CNC(=O)C2CCCN(S(=O)(=O)N3CC(C)CC(C)C3)C2)cc1 (centres undefined)	0.8	3.9	-2.5	-0.5	-3.3	4.4	4.4	0.1	4.8
11	COc1ccc(NC(=S)NCCCn2ccnc2)cc1	0.1	2.1	5.7	-1.1	-0.7	2.5	-4.8	-1.1	-7.1
12	O=C(OCn1ncc(Cl)c(Cl)c1=O)c1ccc(F)cc1	14.6	4.2	nt	-6.2	-2.4	44.3*	nt	nt	7.1
13	CN1CCN(C(=O)/C(=C/c2cn(C)c3ccccc23)NC(=O)c2ccccc2)CC1	-2.7	-3.0	-2.3	4.4	-1.9	-3.6	1.1	7.3	-1.1
14	Cc1oc2c(CN(C)C)c(O)ccc2c(=O)c1-c1ccc2ccccc2n1	-5.5	0.2	8.9	0.8	4.7	5.3	3.4	6.8	1.9
15	COc1ccc(N2C(=O)CSC2c2ccncc2)cc1 (centres undefined)	1.8	0.1	-2.6	3.9	1.6	4.9	-4.6	3.6	-1.3
16	COc1ccccc1N1CCN(C(=O)c2cccc(N3C(=O)NC4CC3(C)Oc3ccccc34)c2)CC1 (centres undefined)	-2.1	1.6	-2.5	2.7	-0.3	5.6	-3.1	6.0	-2.0
17	O=S(=O)(NCc1ccccc1)c1ccc(S(=O)(=O)N(Cc2cccs2)CC2CCCO2)cc1 (centres undefined)	-0.2	-1.9	-1.8	-4.0	-2.0	-2.2	1.6	3.2	-4.5
18	CCOC(=O)c1nnc2cc(-c3ccccc3)nn2c1C	-5.5	16.0	2.1	0.7	3.6	3.3	0.9	0.6	5.3
19	Cc1cccc(NC(=O)Cn2nnc(-c3cccs3)n2)c1C	-2.3	1.1	3.5	-3.0	3.0	7.1	-7.0	2.0	-2.5
20	C=CCc1cccc(Cl)c1OCCON1C(=O)CCC1=O	3.1	1.8	1.7	-3.5	0.6	4.6	-2.1	1.7	-4.8
21	COC(=O)c1ccc(C(=O)OC)c(NC(=O)CSCc2ccc(Cl)cc2)c1	-4.5	8.6	7.3	-3.3	1.8	-0.2	1.9	-3.6	2.5
22	c1ccc(SCc2nc3ccccc3[nH]2)cc1	1.0	-1.1	-1.8	0.5	-2.1	-3.1	-7.8	7.1	0.8
23	CCn1ccnc1CN(C)C(=O)c1cc(COc2ccc(-n3cncn3)cc2)on1	-2.1	-0.7	1.1	3.0	1.0	11.3	2.2	-1.5	5.6
24	C=CCNS(=O)(=O)c1ccc2nsnc2c1	-1.2	1.1	-1.0	-0.2	-0.1	6.0	9.4	1.3	-3.2
25	O=C(C[C@H]1C/C=C/CC[C@H](Cc2ccc(F)cc2)C(=O)O[C@H](c2ccccc2)CNC1=O)NCCO	2.6	12.6	30.2*	nt	nt	nt	8.8	8.8	nt
26	Cc1cccc(NC(=O)c2cc([N+](=O)[O-])ccc2N2CCCCC2)n1	1.9	6.4	1.0	-1.1	0.1	-9.0	3.4	-0.3	5.1
27	Cc1ccc(CSc2nnc(-c3cnccn3)n2C)cc1	-2.4	-0.1	1.4	2.0	-2.1	0.9	-9.3	-4.9	-0.1
28	O=C(NCc1ccccn1)C1CN(S(=O)(=O)c2ccccc2)CCN1S(=O)(=O)c1ccccc1 (centres undefined)	-3.9	3.9	nt	1.8	6.5	4.8	nt	nt	0.3
29	CC(C)CC(O)(CC(C)C)C(=O)NNc1ccccc1	-0.7	0.5	3.7	4.9	2.2	1.2	0.9	10.2	6.2
30	C[n+]1ccccc1/C=C/c1ccc(C#N)cc1	1.1	-1.1	1.6	1.7	0.7	6.4	-1.9	10.3	-2.0
31	CCCn1nc(CC(=O)OCC)c2ccccc2c1=O	6.3	3.5	4.0	-0.4	2.1	2.4	4.5	11.3	-2.6
32	Cc1ccc(C)c(OCC(O)CN2CCC(Cc3ccccc3)CC2)c1 (centres undefined)	2.2	-6.1	0.2	0.5	0.6	5.8	6.9	11.1	-9.4
33	CCn1cc(-c2cc(C(=O)O)c3ccccc3n2)c(C)n1	-6.6	1.1	2.5	3.0	-1.1	-2.5	-8.3	2.8	0.3
34	Cc1cccc(CSCc2ccc(C(=O)NC(C)C)o2)c1	-2.4	11.2	6.7	3.4	-0.5	0.5	0.2	2.5	2.9
35	CCC(=O)Nc1cccc(-c2cn3ccsc3n2)c1	-4.8	1.8	2.9	-1.3	-1.3	-2.5	1.8	-3.0	-0.3
36	CCn1ccnc1CN1CCC(CO)(CCOc2ccccc2)CC1	2.4	0.2	3.0	-4.9	-0.2	-0.1	9.2	-6.1	-1.7
37	CCOC(=O)Cc1csc(NC(=O)CCCCCN2C(=O)c3cccc4cccc(c34)C2=O)n1	-0.9	0.2	1.7	-4.7	-1.3	-2.9	-3.6	-3.8	-1.2
38	CC1CC(C)CN(C(=O)c2ccc(S(=O)(=O)N3CCCCC3)cc2)C1 (centres undefined)	-5.7	-1.6	-6.5	-7.4	3.1	-4.5	-0.3	6.0	-7.3
39	CC(=O)c1c(C)[nH]c(C(=O)NCc2ccccn2)c1C	0.9	1.0	5.5	1.6	-1.5	5.9	3.0	-10.2	-3.9
40	O=C(Nc1cccc(Cl)c1)OC1CCCCc2cccnc21 (centres undefined)	3.2	0.5	6.7	-2.3	-0.1	-5.5	2.5	5.8	-4.1
41	COCCCNCCOc1ccccc1-c1ccccc1	-3.9	0.8	6.6	3.5	-1.2	3.0	-3.6	-1.6	2.1
42	O=C(Nc1ccc(CN2CCCCC2)cc1)c1ccc2c(c1)OCO2	-0.4	5.3	4.8	1.2	-1.4	4.0	2.4	7.6	-3.8
43	Cc1cccc(N2CCN(c3nnc(C(F)(F)F)s3)CC2)c1	-6.4	2.1	0.0	1.4	0.7	-0.9	4.6	5.3	4.2
44	Cc1nnc(NC(=O)CSc2nnc(CNC(=O)C34CC5CC(CC(C5)C3)C4)n2C2CCCCC2)s1	-2.9	-2.2	6.9	-3.8	-2.7	0.0	5.8	-0.1	-2.5
45	Cc1cccc(C)c1NC(=O)CN(C)C(=O)c1cccc(S(=O)(=O)N2CCN(C)CC2)c1	-1.1	1.9	3.9	0.3	-1.9	-4.7	-3.2	10.3	-1.0
46	O=C(c1ccco1)N1CCN(C(c2ccc(Cl)cc2)c2nnnn2Cc2ccccc2)CC1 (centres undefined)	-0.7	4.8	19.3	3.8	2.5	0.1	5.2	-7.3	-3.0
47	CC[C@H](C)[C@@H](NC(=O)O[C@@H]1C(=O)c2cc(OC)ccc2O[C@H]1c1ccc(OC)c(Br)c1)C(=O)OC	-0.4	1.5	-7.6	-3.7	-5.7	4.5	-11.7	-8.5	-6.2
48	CCn1cc(CNC(=O)c2cc([N+](=O)[O-])c(C)c([N+](=O)[O-])c2)cn1	-3.5	-0.1	3.5	-0.6	5.5	0.8	5.8	1.8	-4.0
49	Cc1cccc(C(=O)N2CCc3ccccc3C2)c1[N+](=O)[O-]	-1.7	-3.9	-5.5	2.5	-2.2	7.9	2.5	5.7	0.1
50	O=C(Nc1cc(F)cc(F)c1)c1sc(Cl)nc1-c1ccccc1	2.6	-3.0	2.5	2.6	-4.1	10.2	-7.0	-0.8	-8.8
51	O=C(NCc1ccccc1)C1CCN(c2nc(-c3ccccc3)nc3c2CCC3)CC1	-0.4	2.3	0.0	-8.2	-5.5	0.1	-4.4	5.8	-1.7
52	CCCNC(=O)[C@H]1N2C(=O)c3c(ccc(OC)c3OC)C2SC1(C)C (some centres undefined)	-1.0	0.3	2.6	-4.0	-4.8	4.7	-0.2	0.0	-9.0
53	Cc1cc(NC(=O)CSc2nc3cc(Cl)ccc3c(=O)n2CC(C)C)no1	0.0	3.2	nt	-2.6	-3.8	8.7	nt	nt	-4.7
54	CSc1nsc(SC)c1NC(=O)Nc1ccccc1C	-2.8	1.3	5.6	0.2	1.1	-2.0	-3.7	6.2	4.2
55	COc1ccc(C(=O)NCCc2c[nH]c3ccccc23)cc1S(=O)(=O)N1CCOCC1	0.4	3.8	2.5	-0.3	1.3	-0.1	7.2	1.6	2.4
56	O=C(NCc1cccnc1)C1CCN(c2ccc(S(=O)(=O)N3CCOCC3)cc2Cl)CC1	-0.4	-1.3	5.4	-2.8	4.5	0.7	5.9	-1.0	1.4

From PubChem BioAssay
